# Compound activity (PubChem BioAssay)
# CendR NRP1 mod – NRP-1/CendR interaction modulation; inhibition, % at 25 µM; AID 602438; FAM-RPARPAR peptide binding to NRP-1, fluorescence polarization; actives 0.85% (n = 360,000);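 active = inhibition or corrected inhibition above about 18%, plus a signal ratio from 0.5 to 1.5, limit read from the data, passing the limit was not always enough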; note: strong numbers were not always called active
# MT1-MMP act inh – blocks activation of human MT1-MMP | HT1080 RFP-PRO-GFP cells, GFP/RFP ratio fluorescence, overnight; percent of plate control window, DMSO zero | actives 0.061% (n = 360,000) | GFP/RFP ratio change, % at 20 µM | P50281 | AID 651647;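 active = GFP/RFP ratio change of at least 30% with cell ATP level not reduced by more than half and red fluorescence within 50% of control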; note: strong numbers were not always called active
#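 system = RFP-PRO-GFP reporter HT1080 cells | dosing = 20 µM single dose, 1% DMSO | timing = overnight cell settling, then overnight compound exposure, 37 °C, 5% CO2 | read-out basis = GFP/RFP fluorescence ratio | controls = DMSO and RFP-L50D-GFP cell wells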
# MsrA act – bovine methionine sulfoxide reductase A activation; AID 602163; actives 0.3% (n = 360,000); purified bovine MsrA, absorbance read-out; activation, % at 10.6 µM; in the data active = activation above about 7.5%;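 note: 0% = vehicle and 100% = reference activator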
# SKN-1 block – C. elegans SKN-1 inhibition; actives 0.49% (n = 360,000); C. elegans VP596 Pgst-4::GFP/RFP ratio, acrylamide-induced, 24 h; inhibition, % at 21.8 µM;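 active = interference check ratio from 0.5 to 1.5 plus GFP to RFP signal ratio inhibition reaching or exceeding a fixed threshold, cut at about 30% in these data, passing the limit was not always enough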; note: some compounds called inactive have numbers as strong as hits
# eLon inh – inhibitors of E. coli Lon protease. inhibition, % at 7.94 µM. AID 602123. actives 0.42% (n = 360,000). P0A9M0. purified E. coli Lon protease, fluorescence polarization; in the data active = inhibition above about 13%, passing the limit was not always enough;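 note: 0% = enzyme with probe and DMSO and 100% = no enzyme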
# Rin1 Abl inh – human Rin1-Abl interaction inhibition. inhibition, % at 7.35 µM. AID 588664. P00519+Q13671. TR-FRET Rin1/Abl binding, biochemical. actives 0.4% (n = 360,000); in the data active = inhibition above about 5%, passing the limit was not always enough
# FAS-TE inh – inhibitors of human fatty acid synthase thioesterase domain | recombinant FAS-TE, OMFH fluorogenic substrate, fluorescence endpoint | P49327 | actives 0.67% (n = 360,000) | inhibition, % at 15 µM;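 active = compounds whose normalised, plate-corrected inhibition of enzyme fluorescence in the single-dose primary screen is 50% or more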;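 note: 0% = DMSO with enzyme and 100% = substrate without enzyme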
# PABP1 MLLE inh – blocks PAM2 peptide binding to the PABP1 MLLE domain. GST-MLLE / FITC-PAM2 fluorescence polarization. inhibition, % at 20 µM. actives 0.36% (n = 360,000). AID 588489; in the data active = inhibition above about 35%, passing the limit was not always enough;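 note: plate controls were DMSO wells with GST-MLLE for no effect and wells lacking GST-MLLE protein for full effect; some results filed as inactive read as strong as hits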
# Neddylation inh – cullin neddylation inhibition | calls only at 25 µM | TR-FRET cullin neddylation, biochemical | AID 651699 | P61081+Q13564 | actives 0.58% (n = 360,000); in the data active = inhibition above about 36%
# Active calls of the source: *; i = inactive; x = not tested or not shown.
SMILES,CendR NRP1 mod,MT1-MMP act inh,MsrA act,SKN-1 block,eLon inh,Rin1 Abl inh,FAS-TE inh,PABP1 MLLE inh,Neddylation inh
N#Cc1ccc(NC(=O)CCc2ccc(S(=O)(=O)N3CCOCC3)cc2)cc1,12,5,0,0,-11,-6,2,-13,i
COc1ccc(-n2ncc3c2CC(C)(C)CC3NC(=O)c2ccnn2C)cc1 (stereo not drawn),11,2,-1,8,0,-1,0,0,i
Cc1cccc(C(=O)N2CCC(=O)N([C@H](COCc3ccc(Cl)cc3)Cc3ccccc3)CC2)c1,4,2,-1,-4,-7,x,20,x,i
N#Cc1ccsc1NC(=O)CN1CCCCCC1,-10,16,-5,-2,1,-2,-7,-9,i
CCCOc1ccc(NC(=O)CC2C(=O)N(CC)C(=S)N2CCNC(C)=O)cc1 (stereo not drawn),-6,0,-5,-11,-7,-1,-8,-12,i
Cc1nnc(SCC(=O)Nc2nnc(SCc3cccc(Br)c3)s2)s1,5,2,-5,16,0,2,-2,11,i
O=[N+]([O-])c1ccc(-c2ccn[nH]2)o1,-9,1,-2,15,0,-2,-7,26,i
C=CCN(N=Nc1cccc([N+](=O)[O-])c1)c1cccc([N+](=O)[O-])c1,4,-2,-3,34,-13,-6,33,7,i
C[C@H](NC(=O)c1nc[nH]c1C(=O)NC[C@@H](C)O)c1ccccc1,-7,3,-2,6,-1,-2,-5,-7,i
CC(=O)Nc1ccc(Nc2ccc3c4c(cc(=O)n3C)-c3ccccc3C(=O)c24)cc1,8,11,-5,-1,33*,-4,-1,65*,i
COc1ccc(N(CCCN2C(=O)c3cccc4cccc(c34)C2=O)C(=O)c2cccnc2)cc1,10,-2,-4,-5,9,-8,8,-1,i
N#Cc1sc(NCc2cccc(Cl)c2)nc1Cl,2,2,-2,23,3,5,-16,9,i
CC(C)C(N)c1csc(NC(=O)Nc2cccc(Cl)c2)n1 (stereo not drawn),0,-5,1,-3,-16,-4,-7,5,i
CC(C)Oc1ccc(C(CCN)C2CCCCC2)cc1 (stereo not drawn),-2,-8,2,-4,0,0,-32,-8,i
C=CCn1c(=O)c2c(nc3n2CC(C)CN3CCc2ccccc2)n(C)c1=O (stereo not drawn),16,2,-2,3,6,3,7,-9,i
C=CCn1c(SCC(=O)C(C)(C)C)nnc1-c1ccccn1,-15,5,0,2,-3,3,-4,-4,i
CCOc1ncccc1C(=O)OCC(=O)N1CCc2ccccc21,-11,-2,-11,-7,-6,0,-6,-8,i
CSCCn1c(C(C)(C)C)cc(C(=O)O)c1C,18,0,-4,-3,12,0,-9,4,i
O=C(CSc1n[nH]c(=O)[nH]c1=O)c1cccc([N+](=O)[O-])c1,-13,0,-2,2,5,-6,1,16,i
COc1ccc(C(=O)CCS(=O)(=O)c2ccc(F)cc2)cc1OC,-8,1,-11,-4,-5,0,-5,21,i
COCCn1c(SCC(=O)Nc2ccccc2F)nc2c([nH]c3ccccc32)c1=O,-5,-4,-2,16,-12,-1,-9,-6,i
Nc1ncnc2c1cnn2C1CC(O)C(CO)O1 (stereo not drawn),-11,1,-4,2,-10,1,-6,-8,i
COc1ccc(-c2c([C@H]3[C@H]4C=CC[C@@H](C)[C@@H]4C(=O)N3Cc3ccccc3)ccc3ccccc23)cc1OC,21,1,-8,6,7,4,55*,-13,i
COc1ccc(-c2csc(NC(=O)CSCC(=O)Nc3cc(C)on3)n2)cc1,0,2,-2,4,6,1,0,22,i
Cc1nn(CCCC(=O)NCCCN2CCN(C)CC2)c(=O)c2c1sc1ccccc12,-10,1,-1,9,6,-4,-9,-10,i

# Three compounds out of the list above, sorted by the number in MT1-MMP act inh, low to high.
mol,CendR NRP1 mod,MT1-MMP act inh,MsrA act,SKN-1 block,eLon inh,Rin1 Abl inh,PABP1 MLLE inh,Neddylation inh
COc1ccc(N(CCCN2C(=O)c3cccc4cccc(c34)C2=O)C(=O)c2cccnc2)cc1,10,-2,-4,-5,9,-8,-1,i
O=C(CSc1n[nH]c(=O)[nH]c1=O)c1cccc([N+](=O)[O-])c1,-13,0,-2,2,5,-6,16,i
Cc1cccc(C(=O)N2CCC(=O)N([C@H](COCc3ccc(Cl)cc3)Cc3ccccc3)CC2)c1,4,2,-1,-4,-7,x,x,i

# Next entries.
SMILES,CendR NRP1 mod,MT1-MMP act inh,MsrA act,SKN-1 block,eLon inh,Rin1 Abl inh,FAS-TE inh,PABP1 MLLE inh,Neddylation inh
Cc1cnc(C(=O)Nc2ccc(C)c(S(=O)(=O)N(C)C)c2)cn1,-3,-3,-3,-3,-7,0,-5,-4,i
Cc1ccc(NC(=O)NN2CCN(C)CC2)cc1C,-2,-1,-1,19,-7,1,-8,18,i
COc1ccccc1CNC(=O)C1(NC(=O)Nc2ccc(C)cc2)CCCCC1,-6,-5,-2,6,-1,2,6,4,i
O=C(CN1CCN(C(=O)c2ccccc2F)CC1)Nc1ccc(Br)cc1,8,0,2,2,-1,-2,3,5,i
COc1cc2[nH]c(C(=O)N3CCc4ccccc43)cc2c(OC)c1OC,11,2,-2,6,-1,3,3,0,i
Cc1ccc(S(=O)(=O)NOCc2ccccc2)cc1,12,-1,2,7,-1,0,-4,2,i
Cc1cc(=O)n2c(n1)NC(=NCc1ccccc1)NC2c1ccccc1 (stereo not drawn),2,0,-3,-16,3,5,-8,4,i
CCCC[n+]1c2ccccc2cc2ccccc21,2,-5,-2,12,-2,1,-6,-83,i
C=CCSc1nnc2nc3c(nn12)c1cc(C)ccc1n3CC=C,-1,-1,-1,38*,-9,-12,6,-66,i
COc1ccc(CNc2nc3nc(C)c(Cl)c(=O)n3[nH]2)cc1,4,2,-3,0,2,-2,-8,1,i
CCCCC(c1nnnn1CC1CCCO1)N1CCN(c2nc3ccccc3s2)CC1 (stereo not drawn),18*,-2,3,2,0,-2,14,4,i
NC(=O)CSC1=Nc2ccccc2C2=NC(CCC(=O)NCc3ccc(F)cc3)C(=O)N12 (stereo not drawn),11,-2,-5,4,1,-1,-4,-85,i
COc1ccc(C2C(C(C)=O)=C(O)C(=O)N2c2nccs2)cc1 (stereo not drawn),-3,3,-4,7,-7,-1,-4,3,i
CC(C)c1ccc(NC(=O)CN2C(=O)NC3(CCCCCCC3)C2=O)cc1,-11,8,0,14,4,0,8,-14,i
COc1ccc(N2CCN(C(=O)COC(=O)COc3cc(C)cc(C)c3)CC2)cc1,-4,5,1,-2,4,4,-1,-11,i
COc1ccc(OC)c(N(CC(=O)NCc2ccccn2)S(C)(=O)=O)c1,4,-6,-8,3,31*,5,-11,11,i
COc1ccc(OC)c(NC(=O)c2c(NC(=O)CNCc3ccco3)sc3c2CCC3)c1,-10,3,-2,-15,-6,-4,13,3,x
O=C(CNC(=O)c1cccs1)N/N=C/c1ccco1,8,3,-3,-3,3,-2,-6,3,i
CCOc1ccc(C(=O)NC2CCN(CC(=O)NCc3cccs3)CC2)cc1,-2,-7,-3,-3,-1,-4,-3,-2,i
COC(=O)c1ccc(=O)n(-c2ccc(OC)cc2)c1,0,1,0,3,-8,4,-4,12,i
CCCn1c(SCC(=O)NCCc2ccccc2)nnc1C(C)C,-6,-1,-5,-3,-4,1,-3,-10,i
CC1(C)CC(=O)C=C(c2ccc(-c3ccc(S(C)(=O)=O)cc3)cc2)C1=O,-7,-2,0,4,6,0,1,-14,i
COc1ccc(NS(=O)(=O)c2ccc(C)c(C(=O)NNC(=O)c3ccccc3O)c2)cc1,2,4,0,-1,-8,-1,7,1,i
CCCNC(=O)C1(C)CCN(C(=O)c2cc(C(C)(C)C)nn2C)C1 (stereo not drawn),-6,5,6,-11,0,-3,-5,22,i
COc1ccc(OC)c(CN2CCN(C(=O)c3cccc4ccccc34)CC2)c1,-2,4,-2,13,0,-1,1,-1,i

# Next section; it opens with the 6 that closed the last part.
SMILES,CendR NRP1 mod,MT1-MMP act inh,MsrA act,SKN-1 block,eLon inh,Rin1 Abl inh,FAS-TE inh,PABP1 MLLE inh,Neddylation inh
COC(=O)c1ccc(=O)n(-c2ccc(OC)cc2)c1,0,1,0,3,-8,4,-4,12,i
CCCn1c(SCC(=O)NCCc2ccccc2)nnc1C(C)C,-6,-1,-5,-3,-4,1,-3,-10,i
CC1(C)CC(=O)C=C(c2ccc(-c3ccc(S(C)(=O)=O)cc3)cc2)C1=O,-7,-2,0,4,6,0,1,-14,i
COc1ccc(NS(=O)(=O)c2ccc(C)c(C(=O)NNC(=O)c3ccccc3O)c2)cc1,2,4,0,-1,-8,-1,7,1,i
CCCNC(=O)C1(C)CCN(C(=O)c2cc(C(C)(C)C)nn2C)C1 (stereo not drawn),-6,5,6,-11,0,-3,-5,22,i
COc1ccc(OC)c(CN2CCN(C(=O)c3cccc4ccccc34)CC2)c1,-2,4,-2,13,0,-1,1,-1,i
O=C(C[n+]1cccc2ccccc21)c1ccc([N+](=O)[O-])cc1,2,-26,2,-5,2,-1,-7,4,i
O=C(NCc1ccccc1)c1cc(C2COCCN2C(=O)CCc2ccccc2)on1 (stereo not drawn),17,4,-2,-5,-11,-2,2,-1,i
Cc1noc(C)c1C(=O)Nc1nc2ccc(F)cc2s1,-16,0,-7,-4,0,3,0,-85,i
Cc1ccc(-c2nc(C)sc2CC(=O)OCC(=O)Nc2ccc(F)c(Cl)c2)cc1,4,-2,-2,-3,-5,0,24,-8,i
O=C(Nc1nc2c(s1)CCCC2)c1ccc(Br)o1,9,2,0,6,-3,1,-2,-4,i
O=C1N[C@@H](Cc2cn(S(=O)(=O)c3ccc([N+](=O)[O-])cc3)c3ccccc23)C(=O)N[C@H]1Cc1ccccc1,-15,0,-2,16,-4,1,0,17,i
N#CCC(=O)Nc1ccc(C(=O)OCC(=O)N(C2CCCCC2)C2CCCCC2)cc1,-12,-13,-1,5,-4,1,11,-18,i
O=C(c1cc[n+]([O-])cc1)N1CCc2c([nH]c3ccccc23)C1c1ccccc1Cl (stereo not drawn),1,3,-2,-3,1,4,-2,7,i
O=C(CCC1CCCC1)Nc1nnc(-c2ccc3c(c2)OCO3)s1,3,2,-5,4,8,-1,-7,-1,i
CCC(C)NC(=O)[C@@H]1CCCN1C(=O)C1CCN(S(=O)(=O)c2ccc(C)cc2)CC1 (stereo partly drawn),4,0,-4,-5,-9,2,-2,2,i
O=C(Nc1cccnc1)c1ccc(NC(=O)c2ccco2)cc1,-1,-5,-3,-22,-1,2,-5,5,i
c1cncc(Oc2cccc(Oc3cccnc3)c2)c1,8,14,-2,0,7,2,-8,1,i
COc1ccc(OC)c(N/C=C/C(=O)c2ccc(OC)c(OC)c2)c1,-8,-3,-9,2,-25,-7,16,-44,x
Cc1ccc(CNc2nc3ccc(C)cc3n3cnnc23)cc1,-21,5,-3,-1,-44,3,0,-15,i
CN(Cc1ccccc1)C(=O)c1nn2cccnc2c1Cl,0,-6,-2,-7,0,-1,-3,-2,i
Fc1ccc2c(c1)C(c1ccncc1)=NNC(c1ccc(Cl)cc1)=N2,-6,-6,2,19,3,-2,7,16,i
COc1ccc(NC(=O)CCn2c(=S)[nH]c3ccccc3c2=O)cc1,11,3,-6,14,-8,6,-11,-75,i
O=c1c2ccccc2nc2n1CCc1ccc(Br)cc1-2,8,2,-10,-1,-5,-1,7,13,i
Cc1cc(C(=O)CSc2n[nH]c(N)n2)c(C)n1-c1ccc(F)cc1,-9,-3,-2,21,11,-3,-16,-8,i
O=C(Nc1ccc(Cl)c(C(F)(F)F)c1)[C@@H]1CC=C[C@@H]2CCN(C3CCCCC3)C(=O)[C@@H]21,13,-3,0,0,-4,3,20,15,i
Cc1ccc(NC(=O)COC(=O)c2cc(Cl)cc(Cl)c2)c(Br)c1,-6,5,-8,0,-2,1,-8,9,i
CCOCc1nnc(NC(=O)C2CCN(C(=O)C3CC(=O)N(c4ccc(C)cc4)C3)CC2)s1 (stereo not drawn),12,-4,-1,2,3,2,-2,0,i
CCn1c(SCC(=O)NCc2ccc3c(c2)OCO3)nnc1-c1ccco1,9,-1,-9,3,-5,1,-4,-1,i
